Screening data (PubChem)
Cdc42 wt – changes GTP binding to wildtype human Cdc42 | percent activity (GTP binding), % at 10 µM | P60953 | 0.2% of 190,000 active | GST-Cdc42 beads, Bodipy-GTP binding, flow cytometry; actives lie on both sides;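 active = percent activity GTP binding at least 20 points away from the 100% baseline, either down as inhibitor or up as activator; inconclusive = compound flagged as likely green fluorescent from well-wide comparison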;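 note: median bead fluorescence of bound Bodipy-FL-GTP at 100 nM; 0% = excess unlabeled GTP control and 100% = no compound control; below 100% means less GTP binding so inhibitor and above means activator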
Target sequence (P60953 whole entry, looked up): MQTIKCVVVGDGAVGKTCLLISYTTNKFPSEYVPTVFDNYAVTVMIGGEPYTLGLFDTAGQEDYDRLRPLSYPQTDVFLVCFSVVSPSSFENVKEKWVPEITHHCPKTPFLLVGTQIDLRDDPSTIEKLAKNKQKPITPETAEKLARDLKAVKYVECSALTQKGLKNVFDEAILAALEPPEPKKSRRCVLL
Bim-Bcl-W – inhibitors of Bim-Bcl-W interaction, human. AID 952. bead-based flow cytometry, Bim peptide-Bcl-W binding. Q92843. 0.02% of 190,000 active. inhibition, % at 10 µM;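 note: 0% = bound tracer without compound and 100% = peptide blocker; higher means less fluorescent Bim peptide bound to Bcl-W beads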
Bim-Bcl-XL – inhibitors of Bim-Bcl-XL interaction, human; Q07817; Bim peptide-Bcl-XL binding, bead flow cytometry, fluorescence; inhibition, % at 10 µM; 0.04% of 190,000 active; AID 1007
Target sequence (Q07817 whole entry, looked up): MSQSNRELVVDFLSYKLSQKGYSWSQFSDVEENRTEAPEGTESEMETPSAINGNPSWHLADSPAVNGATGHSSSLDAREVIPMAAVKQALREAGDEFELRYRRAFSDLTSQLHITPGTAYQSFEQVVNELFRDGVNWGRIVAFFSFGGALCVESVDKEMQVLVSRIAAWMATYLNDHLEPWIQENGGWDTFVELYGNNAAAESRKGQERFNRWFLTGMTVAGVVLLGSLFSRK
Rac1 mut GTP – modulators of GTP binding to human Rac1 activated mutant; 0.11% of 190,000 active; percent activity (GTP binding), % at 10 µM; GST-Rac1 activated beads, fluorescent GTP binding, flow cytometry; actives lie on both sides; 100% means binding = to untreated wells; P63000;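 active = GTP binding at least 20 percentage points away from the 100% baseline, in either direction, so actives lie on both sides; inconclusive = Compound likely fluorescent itself, or too few beads counted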
HRas wt GTP – changes GTP binding to wildtype human HRas. P01112. GST-Ras wt beads, Bodipy-FL-GTP binding, flow cytometry; actives lie on both sides. GTP binding activity, % at 10 µM. 0.14% of 190,000 active. AID 759;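 active = GTP binding activity at least 20% away from the 100% baseline, either lowered as inhibitor or raised as activator; inconclusive = flagged as likely green fluorescent, judged across all proteins in the well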;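 note: 0% = unlabeled GTP competition control and 100% = no-compound control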
Rab7 wt GTP bind – modulators of GTP binding to dog Rab7 wildtype GTPase. GST-Rab7 beads, fluorescent GTP binding, flow cytometry; actives lie on both sides; untreated = 100%, excess cold GTP = 0%. GTP binding activity (percent of control), % at 10 µM. AID 758. 0.055% of 190,000 active;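 active = fluorescent GTP binding to Rab7 beads changed by at least 20 points from the 100% baseline, either direction, mostly lower; inconclusive = compound itself probably fluorescent, or too few beads counted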;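 note: median green fluorescence of bound Bodipy-FL-GTP per Rab7 bead population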
Bim-Bcl-B – inhibitors of Bim-Bcl-B interaction, human; inhibition, % at 10 µM; AID 951; 0.073% of 190,000 active; bead-based flow cytometry, Bim peptide-Bcl-B binding; Q9HD36;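 note: 0% = tracer peptide without compound and 100% = reference inhibitor peptide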
Target sequence (Q9HD36 whole entry, looked up): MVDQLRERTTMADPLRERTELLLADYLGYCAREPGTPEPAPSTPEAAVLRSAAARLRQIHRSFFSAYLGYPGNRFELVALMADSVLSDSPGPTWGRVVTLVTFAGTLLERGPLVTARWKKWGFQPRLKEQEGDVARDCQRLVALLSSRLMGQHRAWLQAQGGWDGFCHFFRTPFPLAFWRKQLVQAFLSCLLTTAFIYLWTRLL
Bim-Bfl-1 – inhibitors of Bim-Bfl-1 interaction, human | Bead-based flow cytometry, Bim-Bfl-1 binding inhibition | AID 1008 | 0.12% of 190,000 active | Q16548 | inhibition, % at 10 µM;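 note: 0% = wells without compound plus tracer and 100% = blocker peptide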
Bcl-2 Bim block – disrupts Bim peptide binding to human Bcl-2. P10415. Bead-based flow cytometry, Bim peptide-Bcl-2 binding. inhibition, % at 10 µM. 0.06% of 190,000 active. AID 950; in the data active = inhibition above about 40%; inconclusive = no clear call, values can overlap the other calls;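 note: 0% = no compound wells with probe peptide and 100% = reference peptide inhibitor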
Target sequence (P10415 whole entry, looked up): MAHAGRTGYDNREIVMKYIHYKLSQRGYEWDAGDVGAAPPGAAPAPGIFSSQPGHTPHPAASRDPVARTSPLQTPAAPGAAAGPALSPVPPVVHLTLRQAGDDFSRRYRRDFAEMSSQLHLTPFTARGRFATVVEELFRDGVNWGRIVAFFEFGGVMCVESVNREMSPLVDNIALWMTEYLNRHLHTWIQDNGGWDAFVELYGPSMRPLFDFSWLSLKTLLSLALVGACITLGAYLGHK
Rac1 wt GTP bind – human Rac1 wildtype GTP binding, inhibitors and activators | 0.27% of 190,000 active | AID 757 | P63000 | GST-Rac1 beads, fluorescent GTP binding, flow cytometry; actives lie on both sides; 0 = cold GTP competed, 100 = untreated | GTP binding activity (% of control), % at 10 µM;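 active = GTP binding activity at least 20 points away from the 100% control level, either lower or higher; inconclusive = compound flagged as likely green fluorescent, judged across all proteins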
Rab2 wt GTP – changes GTP binding to wildtype dog Rab2A, up or down; GTP binding activity, % at 10 µM; GST-Rab2 wt beads, Bodipy-GTP binding, flow cytometry; 0.19% of 190,000 active;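 active = GTP binding activity at least 20 points away from 100%, either lowered or raised; inconclusive = signal likely due to the compound's own green fluorescence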;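 note: 0% = beads with excess unlabeled GTP and 100% = no-compound control corrected for plate trend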
* marks the source's active call; other numbers are inactive results; ? = inconclusive. Cut-off read from the data, not from the text of the source, unless noted: active = inhibition above about 40%.

Cdc42 wt | Bim-Bcl-W | Bim-Bcl-XL | Rac1 mut GTP | HRas wt GTP | Rab7 wt GTP bind | Bim-Bcl-B | Bim-Bfl-1 | Bcl-2 Bim block | Rac1 wt GTP bind | Rab2 wt GTP | compound
102 | 0 | -5 | 100 | 97 | 96 | -1 | -8 | -6 | 101 | 97 | CN(C)S(=O)(=O)c1ccc(C(=O)Nc2nnc(-c3ccc4c(c3)CCCC4)o2)cc1
97 | 2 | 3 | 98 | 96 | 95 | 3 | 2 | 2 | 101 | 96 | O=C(Nc1ccc(Br)cc1)C1CCCN(S(=O)(=O)c2cccnc2)C1 (stereo not given)
93 | -3 | 0 | 94 | 93 | 93 | -3 | 0 | 0 | 92 | 92 | CC(=O)c1c(C)[nH]c(C(=O)CSc2nnc(-c3ccccc3)o2)c1C
99 | 15 | 12 | 99 | 99 | 96 | 11 | 8 | 10 | 102 | 98 | COc1cc(-c2nc(S(=O)(=O)c3ccccc3)c(N3CCOCC3)o2)cc(OC)c1OC
100 | -2 | -4 | 100 | 100 | 100 | -3 | -8 | -5 | 102 | 102 | Fc1cccc(Cc2noc(CN3CCCN(C4Cc5ccccc5C4)CC3)n2)c1
87 | 1 | 4 | 90 | 90 | 91 | 0 | -5 | -2 | 85 | 88 | COCCn1c(SCCOc2ccccc2)nc2ccccc2c1=O
99 | 3 | -23 | 97 | 100 | 98 | -3 | -10 | -4 | 106 | 97 | COc1ccccc1NC(=O)c1sc2ncn(Cc3ccccc3C)c(=O)c2c1C
99 | 0 | 0 | 94 | 94 | 95 | 0 | -3 | -1 | 97 | 97 | CCN=C1SC(CC(=O)NC(C)c2ccccc2)C(=O)N1CC (stereo not given)
87 | 13 | 2 | 87 | 90 | 96 | -2 | 36 | 18 | 89 | 89 | O=C(O)CCCCCN1C(=O)C(O)=C(C(=O)/C=C/c2ccccc2)C1c1ccccc1[N+](=O)[O-] (stereo not given)
100 | 0 | -6 | 99 | 99 | 98 | -7 | -5 | -5 | 104 | 100 | Cc1ccc(C(=O)NCC(=O)NCC(=O)OCc2ccc(Cl)cc2)cc1
100 | -2 | -3 | 101 | 96 | 98 | 0 | -4 | -4 | 102 | 98 | CCn1c(=O)cc(OCC(=O)O)c2ccccc21
97 | 0 | 0 | 98 | 97 | 93 | 1 | 1 | 0 | 99 | 98 | NC(=O)C(c1ccccc1)C1CCCCC1 (stereo not given)
91 | -3 | -3 | 91 | 92 | 97 | -2 | -2 | -1 | 89 | 92 | Cc1cc(C(=O)OCC(=O)NCc2ccc(Cl)cc2)c(C)o1
94 | -1 | -6 | 89 | 95 | 90 | -9 | -11 | -10 | 95 | 91 | O=C(O)CSc1nnc(C2COc3ccccc3O2)n1-c1ccccc1 (stereo not given)
96 | -5 | -6 | 95 | 97 | 98 | -6 | -17 | -13 | 99 | 95 | Cc1cccc(OCCNc2cc(N3CCN(CCO)CC3)ccc2[N+](=O)[O-])c1
91 | 8 | 10 | 96 | 96 | 97 | 1 | 12 | 9 | 100 | 93 | CC[N+](CC)(CC)CC(=O)Nc1ccc(SC(F)F)cc1
96 | 0 | 0 | 96 | 100 | 103 | -1 | -3 | -2 | 100 | 97 | O=S(=O)(NCc1cc(-c2ccccc2)no1)c1ccccc1Cl
99 | 0 | -4 | 98 | 101 | 99 | -1 | 0 | 0 | 102 | 98 | O=C(CSc1nc(-c2ccco2)cc(C(F)(F)F)n1)NC1CCCCCCC1
86 | 2 | 6 | 90 | 84 | 98 | 6 | -2 | 2 | 91 | 82 | Cn1nc(C(=O)Nc2cccc(C(F)(F)F)c2)c2ccccc2c1=O
104 | -5 | -7 | 102 | 102 | 101 | -7 | -1 | -1 | 104 | 99 | COc1cc(/C(C)=N\NC(N)=S)cc(OC)c1OC
91 | -1 | 0 | 92 | 93 | 92 | 0 | 3 | 1 | 91 | 89 | O=C(CN1CCN(c2ccccn2)CC1)Nc1ccc(Oc2ccccc2)cc1
103 | -3 | 0 | 98 | 100 | 99 | -8 | -14 | -6 | 99 | 99 | COc1ccccc1CNc1cc(C)ccc1C
100 | 0 | 0 | 100 | 101 | 101 | 0 | -1 | 0 | 103 | 100 | COCCNC(=O)c1cccc(NS(=O)(=O)c2cccc3cccnc23)c1
96 | -2 | 0 | 98 | 98 | 92 | -2 | -7 | -1 | 100 | 95 | CNC(=O)C(=O)Nc1nc(C23CC4CC(CC(C4)C2)C3)cs1
107 | 7 | 8 | 102 | 104 | 102 | -2 | -6 | 0 | 109 | 101 | CC1S/C(=C(\C#N)C(=O)NCc2ccco2)N(c2ccc(F)cc2)C1=O (stereo not given)
94 | 0 | -4 | 95 | 97 | 103 | -1 | -5 | -2 | 97 | 101 | COc1ccccc1NCC(=O)NNCC(=O)Nc1ccc(F)c(Cl)c1
102 | -5 | -8 | 100 | 101 | 91 | -9 | -3 | -4 | 103 | 99 | Nc1nnc(SCC(=O)NC2CCCCC2)s1
103 | 0 | -1 | 98 | 104 | 106 | -6 | -5 | -9 | 106 | 102 | Cc1cc(NC(=O)Cc2c(F)cccc2Cl)no1
98 | 0 | 0 | 96 | 96 | 99 | -6 | -11 | -10 | 96 | 98 | COc1ccc(C2C(C#N)=C(N)OC3=C2C(=O)CCC3)cc1Cn1nc(C)c([N+](=O)[O-])c1C (stereo not given)
96 | 1 | 0 | 96 | 96 | 93 | -3 | -6 | -4 | 103 | 96 | Cc1cccc(/C=N\NC(=O)c2ccc(Cl)cc2)c1O
102 | -4 | -4 | 96 | 97 | 96 | -5 | -4 | -9 | 102 | 99 | Cc1ccc(NC(=O)C(OC(=O)c2ccc(F)cc2)c2ccccc2)cc1Cl (stereo not given)
99 | -3 | -8 | 99 | 99 | 97 | -10 | -4 | -4 | 103 | 99 | O=C(CN1CCSC1=NCc1ccccc1)c1ccc(Cl)c(Cl)c1
101 | -2 | -4 | 100 | 102 | 100 | -10 | -13 | -7 | 104 | 102 | Cn1c(=O)c2c(nc(NC3CCCCC3)n2CC(=O)C23CC4CC(CC(C4)C2)C3)n(C)c1=O
98 | 7 | 0 | 98 | 100 | 102 | -2 | -6 | -2 | 103 | 100 | COc1ccc(C2CC(c3cccc(OC)c3)n3nc(N)nc3N2)cc1 (stereo not given)
? | -3 | -6 | ? | ? | ? | -16 | 4 | -5 | ? | ? | C#CCn1cc(/C=N/NC(=O)COc2cccc3cccnc23)c2ccccc21
97 | 0 | 1 | 92 | 100 | 106 | -1 | -3 | -3 | 103 | 102 | COc1ccc(NC(=O)CSc2nc(C)cs2)c(OC)c1
99 | -4 | -12 | 99 | 100 | 97 | -7 | -19 | -14 | 102 | 103 | CN(c1cccc(NC(=O)c2ccccc2N(C)S(C)(=O)=O)c1)S(C)(=O)=O
99 | -1 | -1 | 95 | 96 | 108 | -2 | -3 | -1 | 99 | 100 | COc1ccc(NC(=O)CC(c2ccccc2)c2ccco2)cc1 (stereo not given)
99 | -2 | -2 | 99 | 98 | 96 | 0 | 0 | -1 | 100 | 97 | CCN(CC)C(=O)CC(c1ccccc1)c1ccco1 (stereo not given)
109 | 0 | 1 | 101 | 100 | 100 | 3 | 4 | 1 | 106 | 103 | C/C(=N/NC(=O)CNC(=O)c1cccnc1)c1ccc([N+](=O)[O-])cc1
100 | 0 | -1 | 98 | 97 | 97 | -1 | 0 | 0 | 96 | 97 | COc1ccc(/C=N/NC(=O)c2ccc(Br)cc2)cc1Cn1cc(Cl)cn1
106 | 0 | -3 | 100 | 103 | 103 | -8 | -15 | -16 | 107 | 106 | COC(=O)C1CCN(Cc2ccc(C)cc2)CC1
92 | -2 | -2 | 92 | 95 | 95 | -9 | -12 | -6 | 93 | 93 | Cc1ccc(Cn2c(=O)oc3ccccc32)cc1
99 | -6 | -6 | 100 | 100 | 97 | -8 | -5 | -4 | 102 | 100 | Cc1ccc(-n2c(C)cc(=O)cc2C)c(C)c1
98 | -2 | 2 | 97 | 100 | 100 | -3 | 0 | -1 | 100 | 99 | O=C(Nc1ccc(F)cc1F)c1ccco1
101 | 0 | -1 | 98 | 100 | 101 | -7 | -13 | -12 | 98 | 99 | O=C(N/N=C/c1cccc([N+](=O)[O-])c1)C1CC1c1ccccc1 (stereo not given)
102 | -4 | 0 | 100 | 99 | 99 | -1 | -2 | -5 | 103 | 100 | CC(=O)Nc1ccc(Nc2ncnc3c2cnn3-c2ccccc2)cc1
101 | -5 | -9 | 101 | 102 | 103 | -8 | -1 | -1 | 103 | 102 | CCOC(=O)C(=NC(C)(C)C)NNc1cc(Cl)ccc1Cl
101 | -1 | -1 | 100 | 99 | 95 | 1 | 0 | -1 | 100 | 99 | O=C(CC1Nc2ccccc2NC1=O)NC1CCCCC1 (stereo not given)
95 | 0 | -2 | 97 | 98 | 103 | -4 | -5 | -6 | 98 | 98 | O=C(NCCN1CCN(S(=O)(=O)c2ccc([N+](=O)[O-])cc2)CC1)C(=O)Nc1ccccc1
99 | 0 | 0 | 98 | 97 | 91 | -1 | -1 | -3 | 100 | 96 | Cc1nc(NCCCn2ccnc2)c2oc3ccccc3c2n1
99 | 0 | -1 | 99 | 99 | 98 | -7 | -3 | -3 | 99 | 98 | c1cnc(SCCCOc2ccc3ccccc3c2)nc1
98 | -4 | -6 | 96 | 98 | 102 | -6 | -8 | -8 | 96 | 100 | COCCNC(=O)C(C)OC(=O)C1=Cc2ccccc2OC1 (stereo not given)
98 | -4 | -5 | 96 | 99 | 99 | -5 | 0 | 0 | 103 | 98 | Cc1ccc(C)c(SCC(=O)NC(=O)NCc2ccccc2)c1
103 | -4 | -5 | 102 | 98 | 101 | -8 | -11 | -6 | 102 | 99 | Cc1c(C(=O)NN)nc2ccccn12
102 | 1 | -4 | 99 | 101 | 102 | -3 | -13 | -13 | 100 | 98 | Cc1c(CCC(=O)O)c(=O)oc2cc(O)ccc12

Nothing new here: entries from further up.
Cdc42 wt | Bim-Bcl-W | Bim-Bcl-XL | Rac1 mut GTP | HRas wt GTP | Rab7 wt GTP bind | Bim-Bcl-B | Bim-Bfl-1 | Bcl-2 Bim block | Rac1 wt GTP bind | Rab2 wt GTP | compound
99 | -4 | -12 | 99 | 100 | 97 | -7 | -19 | -14 | 102 | 103 | CN(c1cccc(NC(=O)c2ccccc2N(C)S(C)(=O)=O)c1)S(C)(=O)=O
99 | -1 | -1 | 95 | 96 | 108 | -2 | -3 | -1 | 99 | 100 | COc1ccc(NC(=O)CC(c2ccccc2)c2ccco2)cc1 (stereo not given)
99 | -2 | -2 | 99 | 98 | 96 | 0 | 0 | -1 | 100 | 97 | CCN(CC)C(=O)CC(c1ccccc1)c1ccco1 (stereo not given)
